From PubChem
MEKK2wt PB1 HTS = modulators of MEK5 binding to wildtype MEKK2, primary screen, biochemical, multiplex bead flow cytometry, Alexa488-MEK5; Alexa488-MEK5 binding to MEKK2 WT; actives lie on both sides; 1.1% of 290,000 active; binding response (% of control), % at 10 µM; Mitogen-activated protein kinase kinase kinase 2 (Homo sapiens), Q9Y2U5; in the data active means binding response below about 67% or above about 130%
M18AAP inhibitor = PfM18AAP inhibitors, malaria aminopeptidase, primary screen, biochemical, QFRET, recombinant enzyme | H-Glu-NHMec fluorogenic cleavage | inhibition, % at 7.35 µM | 1.2% of 290,000 active | AID 1822, 2009;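 active means inhibition above the campaign mean inhibition over all tested compounds plus 3 SD, cut at about 28% in these data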;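 further: 0% = plate median of test compound wells and 100% = 2 mM ZnCl2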
NALP1 inh = NALP1 inflammasome inhibitors in reconstituted yeast, colorimetric, S. cerevisiae, triplicate retest. S. cerevisiae NALP1/ASC/caspase-1 growth, X-gal OD620, 72 h. inhibition, % at 10 µM. 0.61% of 280,000 active. AID 2071, 2009; in the data active means inhibition mostly above about 24%, no sharp cut-off; inactive means mostly below about 32%; further: some compounds called inactive have numbers as strong as hits
UBC9 SUMO inh = inhibitors of in vitro SUMOylation cascade, primary screen, biochemical, HTRF, uHTS | HTRF SUMOylation assay, SAE1/SAE2 + UBC9 | inhibition, % at 35 µM | 0.36% of 290,000 active | AID 2006, 2009; in the data active means inhibition above about 50%, passing the limit was not always enough; further: strong numbers were not always called active
IDE inh = human IDE inhibitors in live cells, primary screen, fluorescence polarization, HEK cells, FAbetaB substrate. Insulin-degrading enzyme (Homo sapiens), P14735. FAbetaB cleavage. inhibition, % at 5.59 µM. 0.41% of 320,000 active. AID 434962, 2010;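 active means percent inhibition above the average of all tested compounds plus 3 SD, set per screening campaign, cut at about 16% in these data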;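 further: IDE supplied by intact live HEK cells; FP after avidin binding of uncleaved biotin substrate so inhibition keeps polarization high; 0% = DMSO wells and 100% = 60 µM reference IDE inhibitor Ii1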
Target sequence (P14735 whole entry, looked up): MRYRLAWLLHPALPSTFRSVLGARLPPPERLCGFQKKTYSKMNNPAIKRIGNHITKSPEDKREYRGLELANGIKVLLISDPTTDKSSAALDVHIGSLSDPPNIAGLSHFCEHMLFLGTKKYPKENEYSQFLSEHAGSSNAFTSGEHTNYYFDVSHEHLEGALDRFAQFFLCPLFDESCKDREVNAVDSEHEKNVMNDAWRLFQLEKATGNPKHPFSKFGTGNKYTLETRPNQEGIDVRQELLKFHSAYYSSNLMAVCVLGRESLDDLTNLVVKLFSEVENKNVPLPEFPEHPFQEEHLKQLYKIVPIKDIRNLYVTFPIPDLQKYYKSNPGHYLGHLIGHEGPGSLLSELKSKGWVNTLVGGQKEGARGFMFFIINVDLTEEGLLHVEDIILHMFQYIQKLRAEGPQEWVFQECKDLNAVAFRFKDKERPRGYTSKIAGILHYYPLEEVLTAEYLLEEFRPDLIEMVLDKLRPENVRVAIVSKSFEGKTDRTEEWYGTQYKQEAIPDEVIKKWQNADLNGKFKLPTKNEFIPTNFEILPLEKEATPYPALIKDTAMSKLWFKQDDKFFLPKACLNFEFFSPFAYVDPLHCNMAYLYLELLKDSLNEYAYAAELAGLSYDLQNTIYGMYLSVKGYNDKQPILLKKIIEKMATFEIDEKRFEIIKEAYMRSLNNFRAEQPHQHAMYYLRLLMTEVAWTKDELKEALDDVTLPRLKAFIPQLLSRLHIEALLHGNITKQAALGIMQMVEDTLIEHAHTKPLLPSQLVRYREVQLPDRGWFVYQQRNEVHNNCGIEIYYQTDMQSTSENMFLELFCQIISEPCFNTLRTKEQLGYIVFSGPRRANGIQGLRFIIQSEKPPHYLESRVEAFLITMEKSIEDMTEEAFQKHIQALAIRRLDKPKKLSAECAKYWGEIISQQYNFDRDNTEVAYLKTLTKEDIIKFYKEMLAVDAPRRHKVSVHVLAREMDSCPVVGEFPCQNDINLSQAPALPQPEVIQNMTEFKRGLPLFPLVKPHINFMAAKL
pCIP destab = p/CIP-EGFP fusion destabilizers, primary screen, fluorescence, F442A cells; Q05BA5; decrease of EGFP signal, % at 10 µM; AID 1984, 2009; 0.01% of 290,000 active; 16 h;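 active means EGFP signal decrease of at least 30% at 10 µM or well 3 SD below plate mean, unless failing retest; inactive means the rest, including hits failing retest or dose response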; further: some compounds called inactive have numbers as strong as hits; many of its hits are not listed in these tables
MEKK3 PB1 HTS = modulators of MEKK3-MEK5 PB1 binding, primary screen, biochemical, wildtype MEKK3, multiplex bead flow cytometry, Alexa488-MEK5. Mitogen-activated protein kinase kinase kinase 3 (Homo sapiens), Q99759. bead-based flow cytometry, Alexa488-MEK5 binding to MEKK3; actives lie on both sides; 0 = blocked by unlabeled MEK5, 100 = vehicle. binding response (% of control), % at 10 µM. 1.4% of 290,000 active;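 active means binding response more than 3 SD above or below the average of its plate-row segment, actives on both sides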;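 further: Alexa488 bead fluorescence after subtracting the streptavidin-only scavenger bead signal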
MEKK2mut PB1 HTS = MEK5 binding signal on mutant MEKK2 PB1, primary screen, biochemical, multiplex bead flow cytometry, Alexa488-MEK5. percent response, % at 10 µM. 0.35% of 290,000 active. Alexa488-MEK5 binding to MEKK2 mutant; in the data active means percent response above about 24%, passing the limit was not always enough; further: inactives centre near 1; some results filed as inactive read as strong as hits; reference of the scale not given here
IDE act = human IDE activators in live cells, primary screen, fluorescence polarization, HEK cells, FAbeta-B substrate. activation, % at 5.96 µM. FAbeta-B cleavage; 0% vehicle, 100% cell-free pure enzyme wells. AID 493087, 2011. Insulin-degrading enzyme (Homo sapiens), P14735. 0.073% of 340,000 active;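 active means activation above the mean of all tested compounds plus 3 SD, set per screening campaign, cut at about 17% in these data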
An asterisk follows results filed as active; . = no result given; [ ] = dose if it differs, or a comment.

SMILES	MEKK2wt PB1 HTS	M18AAP inhibitor	NALP1 inh	UBC9 SUMO inh	IDE inh	pCIP destab	MEKK3 PB1 HTS	MEKK2mut PB1 HTS	IDE act
O=C(CSc1ccc2nnc(-c3cccnc3)n2n1)NCC1CCCO1 (stereo unspecified)	104	2	17	11	-1	6	103	4	0
C#CCCCCCCCCC(=O)NCCCC	98	-7	2	22	-2	-10	103	-2	-8
CSc1ccc(CNC(=O)CCn2ccc3cc(S(=O)(=O)N4CCCC4)ccc32)cc1	103	1	23	-10	-1	1	103	2	-3
Cc1ccc(NC(=O)CSc2nc3ccccc3c(=O)n2CCCC(=O)NCCCN2CCOCC2)cc1C	128	5	10	-34	1	-4	106	13	3
C/C(=N\NC(=S)Nc1cc(S(=O)(=O)N2CCOCC2)ccc1Cl)c1ccc(N2CCOCC2)cc1	93	10	10	-3	-3	-1	100	-6	0
Cc1ccc(CN(CC(=O)NCc2ccccn2)S(=O)(=O)c2ccccc2)cc1	97	2	12	-2	3	3	96	-6	5
CCCNC(=O)c1cccc(C(F)(F)F)c1	99	-7	24	25	1	-8	99	7	2
Cc1ccc(Cn2c(=O)n(-c3ccccc3)c(=O)c3ccc(C(=O)NCc4ccco4)cc32)cc1	98	1	17	31	1	-5	107	-3	0
CS(=O)(=O)N(CC(=O)N1CCCC1)c1cc(Cl)c(Cl)cc1Cl	106	-18	4	-6	0	-3	99	1	3
NC(N)=NC1=NC(=O)C(Cc2ccccc2Cl)S1 (stereo unspecified)	98	1	-5	2	10	-11	100	0	-4
O=C(CN1CCN(Cc2ccccc2)CC1)NCCNc1ccc([N+](=O)[O-])cn1	88	1	16	18	2	-7	90	-14	4
COc1ccc(C2(C(=O)N3CCC(n4nc(-c5ccccc5)oc4=O)CC3)CC2)cc1	104	-17	7	23	3	-10	106	10	1
Cc1cc(Cl)ccc1OCCCC(=O)NCc1ccncc1	96	-8	28	-16	22*	-10	96	-3	-26
O=c1[nH]c(-c2ccccn2)nc(C(F)(F)F)c1Br	110	-5	-5	-11	-3	-10	107	8	7
COc1ccc(-c2nn(-c3ccccc3)cc2/C=C/C(=O)OCC(=O)Nc2cccc(C#N)c2)cc1	104	5	40	15	-3	-4	130*	2	0
OC(CN1CCN(C(c2ccccc2)c2ccccc2)CC1)c1ccc(Br)cc1 (stereo unspecified)	112	1	15	-28	2	5	102	5	4
Clc1nccnc1N/N=C/c1ccc(Br)cc1	107	9	10	-2	7	-9	109	12	-2
CC(O)CNc1nc2c(c(=O)n(C)c(=O)n2C)n1CCc1ccccc1 (stereo unspecified)	103	4	.	2	0	4	102	3	2
O=C1CCN(C(=O)c2ccccc2)C2CCCCC12 (stereo unspecified)	98	-7	0	10	-6	0	98	-5	0
CC(C)CCOc1ccc(C(=O)CCNC(C)C(=O)O)cc1 (stereo unspecified)	105	2	-14	10	.	3	102	11	.
O=C(COC(=O)c1ccc(NS(=O)(=O)c2ccc3c(c2)OCCO3)cc1)NC1CCS(=O)(=O)C1 (stereo unspecified)	103	8	18	17	-3	-23	105	3	-12
O=[N+]([O-])c1ccc(N2CCN(S(=O)(=O)c3ccccc3)CC2)cc1N1CCc2ccccc2C1	105	-1	18	18	1	-6	103	17	1
C[C@H]1CC[C@H]2C(=O)N3[C@H](c4ccccc4Br)[C@@H](C)CC[C@H]3C(=O)N2[C@@H]1c1ccccc1Br	102	1	35	-13	1	3	100	-2	.
Nc1n[nH]c2ccccc12	92	-23	1	17	-5	2	99	-5	6
CC(c1ccccc1)N(CCC(c1ccccc1)C1CCOC(C)(C)C1)C(=O)c1ccco1 (stereo unspecified)	109	0	28	-2	2	-8	100	11	-2

Continuation.
SMILES	MEKK2wt PB1 HTS	M18AAP inhibitor	NALP1 inh	UBC9 SUMO inh	IDE inh	pCIP destab	MEKK3 PB1 HTS	MEKK2mut PB1 HTS	IDE act
Cc1ccc2nc(C3CCCCC3)[nH]c2c1	105	1	-9	11	1	-3	106	16	1
COCCCNc1nc(-c2ccc(Cl)cc2)nc2ccccc12	117	2	36*	3	-1	-13	112	5	-1
Cc1nn2c(CN(C(=O)CN3CCOCC3)c3ccccc3)nnc2c2ccccc12	97	-6	8	5	13	-13	93	5	-3
COc1ccc(Cl)cc1S(=O)(=O)N1CCC(C(=O)NCCc2ccccc2)CC1	104	-1	8	11	3	-8	108	6	-1
CCCCCc1cc(=O)oc2c(C(CCN3CCN(c4ccccc4)CC3)c3ccc4c(c3)OCO4)c(OC)cc(OC)c12 (stereo unspecified)	134	.	-32	-9	3	-2	106	9	2
COC(=O)C1=C(C(=O)OC)[C@@H]2N(C)c3ccccc3[C@@]23C[C@@H](CO)N(C(=O)NCCBr)C3=N1	130	.	.	-10	2	1	117	2	5
O=S(=O)(c1ccc(N2CCN(S(=O)(=O)c3ccc4c(c3)OCCO4)CC2)nc1)N1CCCC1	102	2	.	.	1	.	103	-2	-1
COc1ccc(CN(C(=O)c2cc3ccccc3oc2=O)C2CCCC2)cc1	102	2	11	11	-1	-3	82	3	-6
CN(C)Cc1nc2ccccc2c(=O)n1Cc1nc(-c2cc3ccccc3o2)cs1	119	-10	2	8	3	2	103	3	4
Nc1ccc(NC(=O)NC2CCCCC2)cc1	94	-2	-9	-10	1	-1	99	-6	0
O=[N+]([O-])c1ccccc1NCCNS(=O)(=O)c1ccc(Cl)cc1	101	8	11	0	2	-11	105	1	0
O=C(c1cc2cc([N+](=O)[O-])ccc2s1)N1CCOCC1	88	0	20	8	-3	5	93	-10	4
CC1CN(C(=O)CCC(=O)N2CCCCC2)c2ccccc2O1 (stereo unspecified)	101	-3	14	25	0	-1	101	0	-2
CC(C)N(CCNCc1nnc(-c2ccccc2)o1)C(C)C	96	-2	-1	4	1	0	96	-4	5
Cc1cc(C)n2cc(CSc3ccccn3)nc2n1	114	7	-28	5	2	8	121	-1	-1
CCN(CC)c1ccc(C=Nc2ccc(N(C)C)cc2)c(O)c1	-21*	19	11	-59	-4	1	94	79*	4
N#C/C(=C(/O)c1ccc(C(=O)c2ccccc2)cc1)c1nc2ccccc2[nH]1	100	-9	2	12	4	9	100	-7	5
Cc1ccc(N2C(=O)c3ccccc3C2O)nc1 (stereo unspecified)	.	-6	14	16	-1	-2	.	.	.
CN1CCN(C(=O)c2ccccc2NC(=O)C(C)(C)C)CC1	95	3	-36	18	-1	2	97	1	4
CN1CCN(c2ccccc2NC(=O)c2cccc([N+](=O)[O-])c2)CC1	106	-2	7	-1	2	-11	99	8	5
CC(=O)c1nn(-c2ccc(Br)cc2)cc1C(=O)c1ccccc1	106	3	11	-3	-1	2	101	-1	2
N/C(=N\c1nc2ccccc2o1)NC(=O)c1ccc(Cl)cc1	98	-16	25	20	-3	-13	96	-2	1
CCC(C(=O)NC1CCCC1)N(C(=O)c1snc(C(N)=O)c1N)c1ccc(OC)cc1 (stereo unspecified)	99	-8	10	10	-3	-9	102	-1	-3
COc1ccc(C2C(C#N)=C3NC(=O)c4c(sc5c4CCCCC5)N3C3=C2C(=O)CC(C)(C)C3)cc1 (stereo unspecified)	94	0	5	1	5	-99	106	0	-5
CC1(C)N=C2C(=[N+]1[O-])CCC/C2=N\O	97	7	14	19	0	-7	100	3	5

Whole records from above.
CCC(C(=O)NC1CCCC1)N(C(=O)c1snc(C(N)=O)c1N)c1ccc(OC)cc1 (stereo unspecified) as listed: MEKK2wt PB1 HTS = 99; M18AAP inhibitor = -8; NALP1 inh = 10; UBC9 SUMO inh = 10; IDE inh = -3; pCIP destab = -9; MEKK3 PB1 HTS = 102; MEKK2mut PB1 HTS = -1; IDE act = -3
CC1CN(C(=O)CCC(=O)N2CCCCC2)c2ccccc2O1 (stereo unspecified) as listed: MEKK2wt PB1 HTS = 101; M18AAP inhibitor = -3; NALP1 inh = 14; UBC9 SUMO inh = 25; IDE inh = 0; pCIP destab = -1; MEKK3 PB1 HTS = 101; MEKK2mut PB1 HTS = 0; IDE act = -2

(continued)
SMILES	MEKK2wt PB1 HTS	M18AAP inhibitor	NALP1 inh	UBC9 SUMO inh	IDE inh	pCIP destab	MEKK3 PB1 HTS	MEKK2mut PB1 HTS	IDE act
COC(=O)CNC(=O)COC(=O)Cc1ccc(Cl)cc1	97	-1	2	6	12	7	103	-1	-1
CN1CCC(=O)N(CCOc2ccccc2)CC1	102	8	38	6	-3	2	104	2	4
COc1ccc(Br)cc1CN1CCN(C(=O)c2ccc(OC)c(OC)c2)CC1	87	2	2	13	8	-15	93	-12	2
COCCn1c(C)cc(C(=O)CSc2nnc(C)s2)c1C	.	-10	16	11	3	-34	.	.	1
COc1ccc2oc(=O)c(C(C)=O)cc2c1	105	9	23	40	2	-5	106	2	1
Cc1cc(C)c(OCCN(C)Cc2ccccc2)c(Br)c1	113	3	17	-10	2	10	101	7	-2
COCCN(Cc1cc2cc3c(cc2nc1Cl)OCO3)C(=O)Nc1ccccc1OC	102	-1	11	39	-2	-13	107	3	-2
COc1ccccc1CNC(=O)c1ccc(N2CCOCC2)c([N+](=O)[O-])c1	53	-3	21	5	2	4	44*[inhibitor]	-19	1
COc1ccc(NC(=O)Nc2nnc(-c3ccncc3)s2)cc1	101	-5	-1	20	-3	-26	97	-1	3
Cc1c(Cl)c([N+](=O)[O-])nn1CC(=O)NC12CC3CC(CC(C3)C1)C2	108	6	-15	20	6	-10	108	-2	-1
CC(C)Sc1nc2c(c(=O)[nH]c(=O)n2C)n1C	101	2	25	16	1	0	101	1	0
O=C(O)c1cc(C(F)(F)F)nc2ccccc12	95	-6	13	-8	0	-10	100	3	3
O=S(=O)(Cc1ccc(Cl)cc1)N1CCCC1	92	1	0	16	2	-7	95	-6	-2
CCCCn1c(SCC(=O)N(CC)C2CCS(=O)(=O)C2)nnc1C(CC)N(C)C (stereo unspecified)	103	0	-1	9	-3	-1	98	1	2
COc1ccc(C(c2nnnn2C(C)(C)C)N2CCN(c3nc4ccccc4s3)CC2)cc1 (stereo unspecified)	101	5	10	10	.	-12	104	2	2
COCCCNC(=O)C1CCC(=O)N(c2ccc3c(c2)OCO3)C1c1ccc(OC)cc1 (stereo unspecified)	107	2	15	-5	3	-6	104	7	4
CCOC(=O)/C(=C/c1c[nH]c2ccccc12)NC(C)=O	96	-6	-8	-37	3	-4	100	-6	5
COc1ccc(N(CC(=O)NCc2ccco2)S(C)(=O)=O)cc1	94	-7	8	18	1	-12	94	-5	0
Cc1cc(C(=O)C(C)Sc2cccc[n+]2[O-])c(C)n1-c1ccc(Cl)cc1 (stereo unspecified)	102	6	-26	-12	-2	9	103	0	0
Cc1ccc(S(=O)(=O)NCc2ccc(C(=O)N3CCc4ccccc4C3)cc2)cc1	96	-6	13	-2	4	-3	96	-2	-5
C/C(Cc1ccccc1)=N\NC(=O)CNC(=O)c1ccc(F)cc1	101	-11	23	4	4	-2	102	-1	8
NC(=O)c1ccccc1N/C=C/C(=O)c1ccc(F)cc1	.	-8	6	15	.	-16	.	.	1
CC(OC(=O)CCC(=O)N1CCN(S(=O)(=O)c2ccc3ccccc3c2)CC1)C(=O)NC(N)=O (stereo unspecified)	111	1	8	4	-2	-10	104	8	5
CC1CN(/C=C/C(=O)C(F)(F)F)CC(C)O1 (stereo unspecified)	96	-7	-12	17	1	-20	98	1	-2
COc1ccc(N2CCN(C(=O)COc3ccc4c(C)c(C)c(=O)oc4c3C)CC2)cc1	110	3	12	.	-1	-5	102	7	6

Not all compounds are listed (hit frequency here may not be typical).
